Epigenetic derep: regulators of epigenetic silencing causing reporter derepression in mouse cells. murine LDR cells, GFP reporter derepression, 30 h. Potency, µM (highest dose often 53.9 µM), inactives show at the top dose GFP activation, usual class: activators. 280,000 tested, 0.2% active; also: potency is read from the fitted curve at half-maximal effect; % of control where 0% means no effect; nearly all actives have a fitted effect of over 60% in size
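Murine LDR cells bearing a silenced CMV-driven GFP reporter were exposed to compound for 30 h at 37 C. After PBS washes, GFP-positive cells (20-120 um objects) counted by laser-scanning microplate cytometry.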
NPSR antagonist: blocks cAMP signaling of the human neuropeptide S receptor | Potency, µM (series often up to 38.3 µM), inactives show top-dose activity change, negative = inhibition, hits mostly inhibitors | AID 1461 | CHO-NPSR cells, cAMP TR-FRET, antagonist mode | 220,000 tested, 1% active | Q6W5P4; also: potency is read from the fitted curve at half-maximal effect; % is scaled to controls: 0 for no effect and ±100 for the full control effect; nearly all actives have a fitted effect of over 50% in size; many of its hits are not listed in these tables
Target sequence (Q6W5P4 whole entry, looked up): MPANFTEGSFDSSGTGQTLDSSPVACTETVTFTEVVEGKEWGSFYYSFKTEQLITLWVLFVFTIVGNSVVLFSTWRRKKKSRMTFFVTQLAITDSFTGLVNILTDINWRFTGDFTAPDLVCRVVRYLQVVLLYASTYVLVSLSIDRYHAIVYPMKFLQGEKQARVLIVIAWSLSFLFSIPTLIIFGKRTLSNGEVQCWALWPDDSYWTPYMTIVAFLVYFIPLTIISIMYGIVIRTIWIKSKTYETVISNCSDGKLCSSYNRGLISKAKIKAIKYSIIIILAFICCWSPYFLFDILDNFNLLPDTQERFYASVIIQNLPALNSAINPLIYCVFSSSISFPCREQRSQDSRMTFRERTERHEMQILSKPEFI
Tau FP inhib: blocks human tau fibril formation measured by polarization; P10636; K18 P301L tau heparin fibrillization, Alexa594 FP, 6 h; Potency, µM (top dose mostly 57.7 µM), without a hit: at the top dose activity, negative = inhibition, most hits filed as inhibitors; 280,000 tested, 0.39% active; AID 1468; also: potency is read from the fitted curve at half-maximal effect; % is scaled to controls: 0 for no effect and ±100 for the full control effect; nearly all actives have a fitted effect of over 55% in size
Target sequence (P10636 561-689 P618L limits assumed): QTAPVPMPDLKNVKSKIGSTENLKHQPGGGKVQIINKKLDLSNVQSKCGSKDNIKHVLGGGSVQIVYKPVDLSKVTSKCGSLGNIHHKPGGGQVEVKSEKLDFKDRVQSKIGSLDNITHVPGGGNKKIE
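Quantitative HTS format: compounds meet 15 uM recombinant K18 P301L tau and Alexa 594-tau tracer in 100 mM sodium acetate pH 7; 20 uM heparin triggers fibrillization at 37 C over 6 hr; FP gives the signal.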
TRb SRC2 PPI: TRbeta-SRC2 interaction inhibition; P10828; TRbeta-SRC2 peptide binding, fluorescence polarization; receptor liganded with 1 µM T3; Potency, µM (highest dose often 106 µM), for inactives: at the highest dose activity change, negative = inhibition, actives largely listed as inhibitors; 280,000 tested, 0.065% active; AID 1469;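 also: potency is read from the fitted curve at half-maximal effect; plate controls were bound peptide for no effect and peptide without receptor for full effect; nearly all actives have a fitted effect of over 50% in size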
Target sequence (P10828 whole entry, looked up): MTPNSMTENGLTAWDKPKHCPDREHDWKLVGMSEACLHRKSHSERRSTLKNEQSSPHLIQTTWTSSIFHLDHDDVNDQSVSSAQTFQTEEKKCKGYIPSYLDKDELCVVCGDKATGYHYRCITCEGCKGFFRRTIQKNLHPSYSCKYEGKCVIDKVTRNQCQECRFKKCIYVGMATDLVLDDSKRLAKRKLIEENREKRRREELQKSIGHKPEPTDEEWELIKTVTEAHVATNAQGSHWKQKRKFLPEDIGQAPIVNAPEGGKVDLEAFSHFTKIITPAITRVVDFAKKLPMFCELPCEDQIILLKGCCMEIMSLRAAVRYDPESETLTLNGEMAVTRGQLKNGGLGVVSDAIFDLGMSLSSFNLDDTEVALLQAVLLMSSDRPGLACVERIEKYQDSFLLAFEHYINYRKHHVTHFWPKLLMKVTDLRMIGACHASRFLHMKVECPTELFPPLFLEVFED
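Assay buffer: 20 mM Tris-HCl, 100 mM NaCl, 10% glycerol, 1 mM EDTA, 0.01% NP-40, 1 mM DTT, 1 uM T3, 5% DMSO; TRb LBD 0.6 uM, Texas Red SRC2 20 nM; FP after 5 hr.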
Tau fluor cs: counter-screen for tau fibril formation inhibitors. Potency, µM (titrated, usually from 57.7 µM), without a hit: at the top dose activity change, negative = decrease. tau K18 P301L Alexa594 fluorescence, heparin fibrillization. AID 1463. 280,000 tested, 0.93% active; also: potency is read from the fitted curve at half-maximal effect; % is scaled to controls: 0 for no effect and ±100 for the full control effect; nearly all actives have a fitted effect of over 55% in size
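Human tau K18 P301L (15 uM unlabeled, 0.24 uM Alexa 594-labeled) in 100 mM sodium acetate pH 7 with 20 uM heparin, 6 hr at 37 C. ThT 30 uM added, 1 hr ambient; Alexa 594 FP and total fluorescence read at 555/632 nm.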
CBFb RUNX1 block: inhibitors of human CBF-beta and RUNX1 interaction. Q01196+Q13951. Potency, µM (highest dose often 59.8 µM), for the others: at the highest dose activity, negative = inhibition, actives largely listed as inhibitors. 230,000 tested, under 10 active. AlphaScreen CBFb-His/RUNX1-biotin binding, biochemical; also: % of control where 0% means no effect
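Compounds were screened at multiple concentrations against a preformed CBF-beta(His)/RUNX1(biotin) complex (30 nM of each) for 15 min at room temperature, followed by 90 min with nickel and streptavidin beads and AlphaScreen reading.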
aGal spleen mod: inhibits or activates alpha-galactosidase in human spleen homogenate; human spleen homogenate, 4MU-alpha-Gal fluorescence, 40 min; Potency, µM (doses to about 80 µM), for the others: at the top dose activity change, negative = inhibition, usual class: inhibitors; 240,000 tested, 0.008% active; AID 2107;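 also: potency is read from the fitted curve at half-maximal effect; 0% = enzyme with vehicle and -100% = no enzyme basal signal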
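qHTS titration in buffer at pH 5.0. Alpha-galactosidase activity in spleen homogenate was measured via 4-methylumbelliferone release from 1 mM fluorogenic substrate after 40 min at 37C and a pH 10 stop. AC50 came from Hill fits of control-normalized data.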
TR SRC2 fluor cs: alters Texas Red total fluorescence, flagging assay interference; Potency, µM (series often up to 106 µM), inactives show at the top dose fluorescence change, negative = quenching; AID 1479; 280,000 tested, 0.29% active; TRb/SRC2 Texas Red total fluorescence interference; active = well fitted curve in either direction with a large enough effect; inconclusive = small, poorly fitted or top-dose-only effect; also: potency is read from the fitted curve at half-maximal effect; % is scaled to controls: 0 for no effect and ±100 for the full control effect
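Human TRb ligand-binding domain at 0.6 uM with 20 nM Texas Red SRC2 peptide in Tris buffer containing 1 uM T3 and 5% DMSO, incubated with compound 5 h at ambient temperature. Total fluorescence (555/632 nm) calculated as parallel + 2 × perpendicular.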
* = called active by the depositor; u = inconclusive; x = not tested or not shown; [ ] = remark or other dose. Unless noted, calls follow the shape of the dose curve; as a rule, active = well fitted curve in the direction sought with a large enough effect; inconclusive = small, poorly fitted or top-dose-only effect, or another doubt; inactive = no such curve, though single readings can be large; an effect the other way counts as inactive or inconclusive. Only part of the results is shown (hit frequency here may not be typical).

Compound,Epigenetic derep,NPSR antagonist,Tau FP inhib,TRb SRC2 PPI,Tau fluor cs,CBFb RUNX1 block,aGal spleen mod,TR SRC2 fluor cs
COc1ccc(C2=NNC(c3cccnc3)=Nc3ccc(OC)cc32)cc1,-1.1%,-1%,3%,-3%,-20%,-9%,0%,-7%
CCCCn1nnc(NC(=O)c2ccco2)n1,0.1%,-3%[46.1 µM],1%,1%,-4%,12%,-4%,-7%
Cc1ccc(S(=O)(=O)c2nnn3c2nc(NC(C)C)c2sccc23)cc1,0.1%,x,-23%,-7%,-20%,x,x,-1%
CC(C)c1ccc(NC(=O)c2cc3c(=O)[nH]c4ccccc4c3n2C)cc1,2.5%,x,u,0%,-23%,x,x,0%
N#CCC(=O)N/N=C/c1cc([N+](=O)[O-])ccc1N1CCOCC1,1.1%,-7%,-7%,0%,-21%,-16%,3%,-6%
CCOc1ccc(C2CC(=O)Nc3c2c(=O)nc(SCc2ccccc2C)n3C)cc1OC (stereo not given),0.0%,x,-2%,2%,-4%,x,x,-17%
CCc1nnc(NC(=O)C2CC(=O)N(CCc3ccccc3)C2)s1 (stereo not given),0.7%,-7%[46.1 µM],-5%,1%,-5%,10%,-18%,-4%
CC(C)CC(=O)Nc1ccc2nn(-c3ccccc3)nc2c1,0.0%,-11%,-12%,1%,-26%,12%,12%,2%
COc1ccc(CC(=O)NCC2(c3ccc(OC)c(OC)c3)CCCC2)cc1,1.0%,-12%,-2%[2.34 µM],-2%,-7%[2.34 µM],4%,-5%,-3%
FC(F)(F)c1cccc(/C=N/NC(=S)NC2CCCCC2)c1,-2.9%,-47%,-8%,2%,-10%,-14%,-8%,2%
COc1ccc(C2=NN(C(=O)CSc3nc4ccccc4s3)C(c3ccc(OC)cc3)C2)cc1 (stereo not given),3.4%,-17%[46.1 µM],-7%,-3%,-14%,2%,1%,1%
O=C1c2ccccc2C(Cc2ccncc2)(Cc2ccncc2)c2ccccc21,-0.3%,x,4%,0%,-4%,9%[21.7 µM],-9%,-2%
Cc1[nH]c2ccc(F)cc2c1CCN1C(=O)OC(C)(C)C1(C)O (stereo not given),-3.5%,5%,-1%,10%,-17%,6%,0%,-3%
O=C(O)C1CC=CCC1C(=O)Nc1ccccc1C(=O)N1CCN(c2ccccc2)CC1 (stereo not given),0.6%,3%[46.1 µM],0%,-6%,-2%,8%,10%,0%
CC(C)(C)NC(=O)CN(Cc1cccs1)C(=O)CCC(=O)Nc1nccs1,-0.9%,-4%[46.1 µM],0%,2%,-5%,-1%,-10%,1%
CC(NC(=O)CSc1ncnc2nc[nH]c12)c1ccccc1 (stereo not given),0.9%,15%[46.1 µM],-6%,-16%,0%,1%,0%,-3%
C=CCn1c(SCC(=O)c2cccs2)nc2sc(C)cc2c1=O,0.0%,u,0%,-5%,-17%,-1%,16%,-3%
COc1ccc(C2CC(c3ccccc3)=NN2S(=O)(=O)c2ccc(C)cc2)c(OC)c1 (stereo not given),3.5%,-8%,3%,-5%,-6%,-1%,1%,-7%
O=C(NNc1ccccn1)C(=O)NNS(=O)(=O)c1ccc(F)cc1,-0.3%,8%,-2%,-1%,1%,-16%,-7%,-4%
Cc1ccc(-n2nc(C(=O)Nc3ccc(C)c(F)c3)c3c4ccccc4n(C)c3c2=O)cc1,2.3%,x,-20%,8%,-14%,x,x,-2%
Cc1ccc(N(CC(=O)N/N=C/c2cccnc2)S(=O)(=O)c2ccccc2)cc1,-0.2%,-36%,-8%,-2%,-21%,-5%,7%,-2%
CCN(CC)C(=O)Cn1cc(S(=O)(=O)CC(=O)Nc2ccc3c(c2)OCCO3)c2ccccc21,-3.7%,-9%,-6%,9%,0%,-2%,5%,0%
COCC(C)NC(=O)Cc1ccc(Cl)cc1 (stereo not given),-1.2%,-9%,-8%,0%,-6%,0%,1%,5%
Oc1ccccc1CNCc1ccccc1,4.1%,18%,0%,-3%,-5%,-1%,-1%,1%
Nc1nn(-c2ccccc2)c(N)c1N=Nc1ccccc1,-1.8%,-13%,4%,-4%,-28%,-27%,-1%,-1%
Cc1onc(-c2ccccc2)c1C(=O)NC(=S)NNC(=O)c1ccc(O)cc1O,-1.9%,-6%,u,-2%,-11%,x,-17%,-4%
Cc1ccc(C)c(NC(=O)N(C)CCc2c(C)nn(C)c2C)c1,-3.5%,x,-4%,1%,-2%,x,x,1%
COc1ccc(-n2nc3ccc(NC(=O)c4c(OC)cccc4OC)cc3n2)cc1,0.0%,x,u,13%,u,x,x,7%
CC1(C)CC(=O)C2=C(C1)OC(N)=C(C#N)C2C#Cc1ccccc1 (stereo not given),u,-18%[46.1 µM],-8%,-31%,-23%,-1%,-9%,-1%
Cc1nnc(SCC(=O)Nc2nc(-c3ccc(F)cc3)cs2)[nH]c1=O,1.1%,5%,-4%,2%,-14%,-2%,4%,-4%
COCCCn1nnnc1SCC(=O)Nc1nc(C)c(C)s1,0.0%,-11%[46.1 µM],-5%,-2%,-3%,6%,7%,-1%
CC(C)CNc1nc2c(c(=O)n(C)c(=O)n2C)n1Cc1cccc(Br)c1,u,-19%[46.1 µM],12%,8%,-21%,3%,1%,1%
O=C(C1CCN(S(=O)(=O)c2cccnc2)CC1)N1CCN(C2CCCC2)CC1,-0.1%,0%[46.1 µM],-12%,-5%,-1%,-4%,-8%,0%
Cc1ccc(/C=C/c2nc3ccccc3n2S(=O)(=O)c2cccc(Cl)c2)cc1,-1.1%,x,-19%,-5%,-20%,x,x,-3%
C[C@@]12CCC[C@H]1C1CC[C@H]3C[C@H](O)CC[C@]3(C)C1CC2 (stereo not given in full),0.0%,x,1%,-1%,-9%,3%,-1%,1%
CCCOc1ccc(N2C(=O)C3ON(c4ccccc4)C(CCC)C3C2=O)cc1 (stereo not given),-4.1%,-16%[46.1 µM],1%,4%,-13%,6%,6%,3%
COCCCn1c2nc3ccccc3nc2c2c(=O)n(Cc3cccs3)cnc21,-1.2%,-2%[46.1 µM],2%,-14%,4%,5%,-17%,-2%
Cc1ccc(C(=O)Nc2ccccc2Oc2ccccc2)cc1[N+](=O)[O-],4.2%,u,-4%,-9%,-23%,-11%,-2%,-1%
Fc1ccc(Nc2nc(Oc3ccc4c(c3)OCO4)nc(N3CCOCC3)n2)c(F)c1,1.0%,-32%[46.1 µM],-5%,-3%,-1%,u,-1%,0%
CCOC(=O)CSc1nnc(CNC(=O)c2ccc(S(=O)(=O)N3CCCCC3)cc2)n1C,8.5%,-3%[46.1 µM],-3%,10%,-10%,3%,-1%,1%
N#Cc1nc(-c2ccco2)oc1N1CCN(C(c2ccccc2)c2ccccc2)CC1,-1.0%,u,-2%,4%,-21%,-5%,15%,2%
O=C(Nc1ccc2c(c1)OCCO2)c1c(F)cccc1F,-2.1%,-9%[46.1 µM],-5%,-21%,0%,1%,6%,-1%
CCCN(CCC)C(=O)CCSCCC(=O)N(CCC)CCC,-0.9%,-4%,-8%,11%,2%,1%,0%,0%
COc1ccc(C(=S)N2CCOCC2)cc1OC(=O)c1cccc([N+](=O)[O-])c1,-0.1%,2%,6%,4%,-6%[2.34 µM],8%,3%,-5%
COc1ccc(NC(=O)NCc2ccccn2)cc1OC,0.1%,-2%[46.1 µM],-4%,-7%,0%,-3%,-12%,-5%
O=C(O)/C=C/C(=O)Nc1ccc(Cl)cc1C(=O)c1ccccc1,0.1%,44%,11%,-1%,-7%,1%,8%,-2%
CCC1=NN2C(=N)/C(=C/c3cc(C)n(Cc4ccccc4)c3C)C(=O)N=C2S1,-0.3%,31%,-2%,-3%,-28%,-11%,7%,-5%
CCCCC1=CC2=CC(=O)C(C)(OC(=O)CC)C(=O)C2=CO1 (stereo not given),-1.1%,x,u,4%,-1%,-16%,3%,3%
CCOc1cc(C2CC(=O)NC3=C2C(=O)C(C(=O)OC)C(C)C3)cc(Br)c1O (stereo not given),-1.1%,-15%[46.1 µM],-4%,-3%,-5%,4%,4%,-8%
CC(=O)Nc1cccc(/C(C)=N/NC(=O)c2ccc(CN3CCOCC3)cc2)c1,-3.3%,5%,-7%,7%,-18%,-2%,0%,-1%
Cc1ccc(NC(=O)CSc2nccc(=O)[nH]2)c(S(=O)(=O)N2CCOCC2)c1,1.0%,-4%[46.1 µM],2%,3%,5%,-4%,-8%,0%
Cc1sc2ncnc(OCC(=O)c3ccc(S(=O)(=O)N4CCCC4)cc3)c2c1C,0.0%,u,0%,-1%,-19%,-1%,4%,-6%
CC(C)Sc1nc(-c2ccccc2)cc(=O)[nH]1,-1.5%,-5%[46.1 µM],-1%,-8%,5%,3%,3%,-6%
COc1ccc(Nc2nc(Cl)nc(N3CCN(c4ccc(OC)cc4)CC3)n2)cc1,0.0%,50%,2%,10%,u,6%,4%,2%
Cn1cncc1C(=O)c1ccccc1,0.3%,10%,3%,-3%,0%,4%,-8%,0%
CCCCC/C=C\C/C=C\C/C=C\C/C=C\CCCCCC(=O)NCCCC(=O)O,1.1%,x,-10%,-4%,-15%,-1%,-19%,-1%
Nc1nc2ccccc2cc1S(=O)(=O)c1ccccc1,1.0%,-2%,4%,-11%,-1%,11%,3%,-2%
COc1cc(C2CC(=O)NC(SCC(=O)Nc3ccccc3C)=C2C#N)ccc1O (stereo not given),0.0%,-17%[46.1 µM],-6%,-2%,-9%,-1%,-22%,-2%

Screens as filed in PubChem BioAssay.
